IP6K1 inhibitor – IP6K1 kinase inhibition; IP6K1 kinase, ADP-Glo luminescence, 2 h; hits give low values; activity change, % (series mostly up to about 58 µM); 140,000 tested, 0.81% active; Q92551; in the data active = activity change below about -25%
Target sequence (Q92551 whole entry, looked up): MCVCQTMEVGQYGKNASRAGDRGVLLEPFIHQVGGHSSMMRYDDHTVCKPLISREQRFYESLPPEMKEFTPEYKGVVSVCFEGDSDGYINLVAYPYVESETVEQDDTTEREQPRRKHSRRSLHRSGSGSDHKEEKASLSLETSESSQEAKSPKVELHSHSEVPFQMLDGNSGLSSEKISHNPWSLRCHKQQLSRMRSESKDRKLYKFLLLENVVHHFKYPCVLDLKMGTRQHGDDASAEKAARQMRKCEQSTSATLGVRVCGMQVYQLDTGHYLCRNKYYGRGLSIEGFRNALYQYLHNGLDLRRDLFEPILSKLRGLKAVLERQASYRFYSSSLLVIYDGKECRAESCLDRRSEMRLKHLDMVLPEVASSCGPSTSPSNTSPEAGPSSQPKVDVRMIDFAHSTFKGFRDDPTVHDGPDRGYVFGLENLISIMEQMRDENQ
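ADP-Glo luminescence measures ADP made by human IP6K1 during a 2 h RT reaction with ATP/IP6 (mix at 1.3 mM/130 uM); top library doses 57.5 and 19.1 uM final.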
HEK293 viab – reduces viability of HEK-293 SNCA reporter cells. HEK-293-SNCA-luc viability, GF-AFC fluorescence, 24 h. Potency, µM (highest dose often 57.1 µM), for the others: at the top dose activity change, negative = cytotoxicity, actives largely listed as cytotoxic. 150,000 tested, 0.12% active;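 also: potency is read from the fitted curve at half-maximal effect; 0% = DMSO-treated cells and -100% = medium-only wells without cells; nearly all actives have a fitted effect of over 30% in size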
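Cytotoxicity counterscreen: after 24 h compound treatment of genome-edited SNCA-luciferase HEK-293 cells, live-cell protease substrate GF-AFC read by fluorescence after 30 min; activity scaled between DMSO (0%) and medium-only (-100%), curves Hill-fitted.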
3T3 cytotox – kills NIH 3T3 cells. NIH 3T3 viability, CellTiter-Glo ATP luminescence, 48-72 h. Potency, µM (doses to about 96.7 µM), for inactives: at the highest dose activity change, negative = cytotoxicity, hits mostly inhibitors. 94,000 tested, 4.3% active. AID 1345082; also: potency is read from the fitted curve at half-maximal effect; nearly all actives have a fitted effect of over 55% in size
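Mouse fibroblast NIH 3T3 cells, 400 per well, received compound via pintool and were incubated for 48 or 72 hr prior to CellTiter-Glo ATP luminescence measurement.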
HEK cytotox – cytotoxic compounds in HEK 293 cells; HEK 293 viability, ATP luminescence (CellTiter-Glo), 48-72 h; Potency, µM (highest dose often 115 µM), for the others: at the highest dose activity change, negative = cytotoxicity, most hits filed as inhibitors; 94,000 tested, 6.6% active; also: potency is read from the fitted curve at half-maximal effect; nearly all actives have a fitted effect of over 60% in size
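HEK 293 cells at 250 cells/well were exposed to compounds by pintool transfer for 48 or 72 hr at 37 degree Celsius, 5% CO2. Viability was read as ATP-coupled luminescence with CellTiter-Glo after 10 min at room temperature.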
SNCA expr inhib – inhibitors of alpha-synuclein (SNCA) gene expression; 140,000 tested, 0.17% active; AID 1671194; HEK-293 SNCA-luciferase knock-in, luminescence, 24 h; Potency, µM (series often up to 57.2 µM), for inactives: at the highest dose activity change, negative = inhibition, most hits filed as inhibitors;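 also: potency is read from the fitted curve at half-maximal effect; plate controls were DMSO cells for no effect and cell-free wells for full effect; nearly all actives have a fitted effect of over 45% in size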
FLuc inh – Photinus pyralis luciferase inhibition; P08659; purified P. pyralis luciferase, luminescence, biochemical; Potency, µM (titrated, usually from 115 µM), for inactives: at the top dose activity change, negative = inhibition, most hits filed as inhibitors; 76,000 tested, 2.5% active; also: potency is read from the fitted curve at half-maximal effect; nearly all actives have a fitted effect of over 65% in size
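Cell-free enzyme assay, 10nM P. pyralis luciferase, luciferin and ATP each at 10uM. Inhibition profiled over a 6-point titration, read as luminescence.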
GPT2 inh – inhibitors of human GPT2 alanine aminotransferase; Q8TD30; Recombinant GPT2, coupled pyruvate oxidase/HRP Amplex Red fluorescence; Potency, µM (titrated, usually from 57.7 µM), for the others: top-dose activity change, negative = inhibition, actives largely listed as inhibitors; 100,000 tested, 0.25% active; AID 1671188; also: potency is read from the fitted curve at half-maximal effect; nearly all actives have a fitted effect of over 60% in size; many of its hits are not listed in these tables
Target sequence (Q8TD30 whole entry, looked up): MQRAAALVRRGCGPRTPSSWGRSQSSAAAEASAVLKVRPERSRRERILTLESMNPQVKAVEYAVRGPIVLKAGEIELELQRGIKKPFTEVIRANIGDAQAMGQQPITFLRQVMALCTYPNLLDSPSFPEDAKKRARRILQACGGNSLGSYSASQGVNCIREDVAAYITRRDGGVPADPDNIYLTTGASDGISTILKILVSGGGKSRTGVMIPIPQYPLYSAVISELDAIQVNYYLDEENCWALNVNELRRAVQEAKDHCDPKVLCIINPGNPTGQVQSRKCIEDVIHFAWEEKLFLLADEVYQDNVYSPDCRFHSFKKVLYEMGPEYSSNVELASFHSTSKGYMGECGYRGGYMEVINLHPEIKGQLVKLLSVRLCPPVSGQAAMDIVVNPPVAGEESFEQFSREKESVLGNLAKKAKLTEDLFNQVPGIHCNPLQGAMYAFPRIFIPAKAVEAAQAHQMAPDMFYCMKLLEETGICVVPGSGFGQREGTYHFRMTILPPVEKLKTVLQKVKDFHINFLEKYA
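Recombinant GPT2 (10ng/uL) with 250uM a-KG and 2mM L-alanine, 30 min at room temperature, in HEPES pH 7.5 buffer. Pyruvate detected by pyruvate oxidase/HRP/Amplex Red fluorescence after 30 min in the dark; AOA (50uM) as positive control.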
Active calls of the source: *; i = inactive; ? = inconclusive; / = no result given; & = joins results of further samples; [ ] = another dose, or the depositor's remark. Unless noted, calls follow the shape of the dose curve; as a rule, active = well fitted curve in the direction sought with a large enough effect; inconclusive = small, poorly fitted or top-dose-only effect, or another doubt; inactive = no such curve, though single readings can be large; an effect the other way counts as inactive or inconclusive. Unless noted, % is scaled to controls: 0 for no effect and ±100 for the full control effect. This is a subset (hit frequency here may not be typical).

SMILES | IP6K1 inhibitor | HEK293 viab | 3T3 cytotox | HEK cytotox | SNCA expr inhib | FLuc inh | GPT2 inh
COc1ccccc1-c1nc(C(=O)N2CCC(C#N)CC2)n2ccccc12 | 9.4 | 2.2% | -15.1% | -12.3% | -6.8% | -11.8% | i
Cc1ccc(-c2noc([C@@H]3CCCN3C(=O)c3cnccn3)n2)cc1 | 5.7 | -9.7% | -22.3% | -6.5% | -28.1% | -5.2% | 1.7%
Cc1noc([C@@H]2CN(C(=O)c3cccc4[nH]ccc34)C[C@H]2CO)n1 | 0.6 | 0.9% | i | 1.3% | 23.1% | 6.6% | 4.2%
O=C(c1nc(-c2ccc(F)cc2)c2ccccn12)N1CCCC1 | 0.4 | -17.0%[87.6 µM] | -18.1%[138 µM] | ? | 14.2%[87.6 µM] | 0.1%[172 µM] | i
COc1ccc(-c2cc(N3CCCN(C(=O)CC4CCCCC4)CC3)n[nH]2)cc1 | 2.1 | -23.6% | ? | ? | -2.0% | -9.7% | ?
COc1cccc(CN2CCOC3CCN([S+](=O)([O-])c4ccccc4C)CC3C2=O)c1 (configuration not stated) | 10.0 | -12.6% | -21.3% | ? | -0.4% | -2.8% | i
CC1CCCN(S(=O)(=O)c2cc(C(=O)NCc3ccccc3Cl)n(C)c2)C1 (configuration not stated) | 9.3 | 7.9% | / | / | -28.9% | / | /
Cn1cccc1C(=O)N1CCC(N2CC3CC(C2)[C@H]2CCCC(=O)N2C3)CC1 (some centres not stated) | 4.1 | 5.2% | i | 9.9% | -2.0% | 5.8% | i
CNC(=O)[C@@H]1CN(Cc2ccncc2)C[C@H]1COC | -9.8 | -5.1% | -15.8% | -14.9% | 17.8% | -11.7% | i
FC(F)c1nc2ccccc2n1-c1nc(N2CCOCC2)nc(N2CCOCC2)n1 | 0.9 | ? | / | / | -10.1% | / | 2.4%&1.1%
CC(=O)N1CCC([C@@H]2CN(Cc3cccc(Cl)c3)C[C@H]2CO)CC1 | -6.6 | 2.5%[12.5 µM] | -7.3% | -23.9% | ? | 9.0% | 5.0%
CN(C)c1cccc(-c2cnc3[nH]cc(CC(=O)NCc4cccnc4)c3c2)c1 | -17.8 | -6.9%[87.6 µM] | ? | ? | -24.4%[87.6 µM] | ? | i
C=CCCC(CN1CCOCC1)Oc1nccc(N(C)CC)n1 (configuration not stated) | 1.9 | -6.5% | -13.0% | ? | ? | 2.2% | -1.9%
Cc1noc([C@@H]2CN(C(=O)CC(C)(C)C)C[C@H]2CO)n1 | 7.0 | -16.3% | -5.4% | -3.3% | 31.1%[activator] | -10.0% | 3.0%
CC(=O)N(C1CCOCC1)C1CCN(S(=O)(=O)c2ccc(Cl)c(C)c2)CC1 | 11.5 | -8.1% | -7.1% | 0.5% | -20.5% | / | -8.0%
CCc1nc2c(c(-c3ccc(O)cc3)n1)CN(Cc1ccc(C)cc1)CC2 | 6.3 | 5.7% | -27.0% | ? | 2.8% | -4.4% | -13.2%
COc1ccc(Nc2nc3c(S(=O)(=O)c4ccccc4)nnn3c3ccsc23)cc1OC | -10.8 | 2.3% | / | / | 33.9%[activator] | / | /
Cc1ccc2cc(CCC(=O)O)c(=O)[nH]c2c1 | -6.2 | 2.4% | i | 0.6% | 2.1% | -2.5% | i
COc1ccc(OC)c(NC(=O)COCc2cc(-c3ccc(F)cc3)on2)c1 | -1.6 | 6.4% | / | / | -9.1% | / | /
Cc1cccc(OCC(=O)Nc2ccc(OCc3cc(=O)n4cc(C)ccc4n3)cc2)c1 | -0.1 | -0.4% | / | / | 15.2% | / | /

Some values from the results shown:
In HEK293 viab, `COc1cccc(CN2CCOC3CCN([S+](=O)([O-])c4ccccc4C)CC3C2=O)c1` (configuration not stated) is listed with -12.6%
In SNCA expr inhib, `Cn1cccc1C(=O)N1CCC(N2CC3CC(C2)[C@H]2CCCC(=O)N2C3)CC1` (some centres not stated) is listed with -2.0%

The results go on:
SMILES | IP6K1 inhibitor | HEK293 viab | 3T3 cytotox | HEK cytotox | SNCA expr inhib | FLuc inh | GPT2 inh
COc1ccc(-c2cc(N3CCCC(NC(=O)C4CCCCC4)C3)n[nH]2)cc1 (configuration not stated) | 0.0 | ? | ? | ? | -20.4% | ? | ?
Cc1nc2ccccc2n1CCc1nc2c3ccccc3nc(SCc3ccc(C#N)cc3)n2n1 | 20.8 | 1.7% | / | / | -0.8% | / | /
COc1ccc(NC(=O)c2ccc3c(SCC(=O)O)c4c(nc3c2)CCCC4)c(OC)c1 | -25.7* | -5.4% | / | / | -20.5% | / | /
Cc1ccc(N2CCN(C(=O)c3cc4n(n3)CC(c3ccc(Cl)cc3)OC4)CC2)cc1 (configuration not stated) | 1.3 | -7.3% | ? | ? | -10.3% | -21.3% | -6.6%
COc1ccc(-c2noc(CN3CCN(c4ccccc4)CC3C)n2)c(OC)c1OC (configuration not stated) | 7.4 | 2.6% | -11.3% | ? | 0.6% | -0.6% | ?
CCC(=O)N1CCCC(Cc2ncc(C)n2C(C)C)C1 (configuration not stated) | 6.2 | -3.1% | -11.9% | -9.6% | 0.8% | 5.9% | 4.7%
CCNC(=O)N1C[C@@H](Oc2ccccc2)C[C@@H]1C(=O)NCCOC | 4.7 | -0.1% | -3.4% | -0.8% | 10.2% | 2.6% | i
O=C(NCCc1ccccn1)C1CC(=O)N(c2n[nH]c3ccccc23)C1 (configuration not stated) | 23.5 | 10.7% | i | -3.6% | 9.5% | -3.4% | i
COc1cccc(CC(=O)NC2CCN(c3cc(-c4ccccc4)[nH]n3)C2)c1 (configuration not stated) | 0.0 | -15.5% | ? | ? | 1.6% | 0.9% | i
O=C(NC1CCCCC1)c1ccc2nc(-c3ccncc3)oc2c1 | -6.4 | -3.6%[87.6 µM] | -6.1%[138 µM] | -1.6%[172 µM] | 3.2%[87.6 µM] | / | i
CCn1ccc(C(=O)N2CCC(N3C(=O)C(OCC4CC4)C34CCCCC4)CC2)n1 (configuration not stated) | -11.8 | -7.5% | -22.5% | -22.4% | 3.0% | 0.3% | 2.3%
COc1ccc(NC(=O)C(=O)NCCc2csc3nc(-c4ccccc4C)nn23)cc1 | 17.1 | 0.7% | / | / | -10.6% | / | /
O=C(NCCc1ccccc1)C1COc2ccccc2C1 (configuration not stated) | 10.6 | 16.2% | / | / | 80.3%[activator] | / | /
COCCOc1cc(-c2noc([C@@H]3CCCN3C3CCN(C)CC3)n2)ccn1 | 17.9 | 7.5%[87.6 µM] | -9.9%[174 µM] | -18.4%[172 µM] | -8.7%[87.6 µM] | -1.1%[172 µM] | ?
O=C(Nc1ccccc1F)C1CCCN(Cc2cccc(-c3ccc(F)cc3F)c2)C1 (configuration not stated) | -2.5 | -0.4% | ? | ? | -17.1% | / | -3.5%
Cc1nc(-c2c3n(c(=O)n(CC(=O)Nc4ccccc4)c2=O)CCCC3)no1 | 12.8 | -10.7% | 4.5% | 9.2% | -13.0% | -4.0% | -13.4%
COc1cc(OC)c(NC(=O)NCCn2nnc3cc(S(=O)(=O)N(C)C)ccc32)cc1Cl | 5.7 | 4.7% | / | / | -18.9% | / | /
Cc1c(C(=O)NCCN(C)C)oc2c1-c1nn(Cc3cccc(Cl)c3)cc1CC2 | 0.4 | -3.2% | / | / | 12.0% | / | /
Cc1ccc(-c2nnc3ccc(N(C)c4cccc(C)c4)nn23)nc1 | -14.9 | -11.8%[87.6 µM] | ? | 56.2µM* | ? | -27.5%[172 µM] | 2.4%[88.5 µM]
O=C(c1ccccc1F)N1CCCC(c2nn[nH]n2)C1 (configuration not stated) | -15.9 | 10.3% | 3.5% | 4.1% | -16.4% | 0.3% | 4.3%
COc1ccc(C2Cn3cnc(-c4nc(-c5ccc(OC)c(OC)c5)no4)c3CO2)cc1 (configuration not stated) | 6.3 | -10.0% | -22.7% | ? | 0.3% | 2.8% | i
CCOc1cc2c(cn1)NCCN(Cc1ccc3[nH]ccc3c1)C2 | -16.7 | 6.1%[87.6 µM] | -23.1%[138 µM] | ? | 10.6%[87.6 µM] | 0.2%[172 µM] | 3.8%[88.5 µM]
Cc1ccc(C(=O)NC(C(=O)N2CCCC2)C2CCN(C(=O)CCc3ccccc3)CC2)cc1 (configuration not stated) | -12.3 | 1.1% | -19.0% | -8.3% | -7.1% | -0.4% | i
COCCOCC1(CNC(=O)c2cccnc2)C[C@@H](O)[C@@H](O)C1 (some centres not stated) | 0.0 | 5.7%[87.6 µM] | i | 1.2%[172 µM] | -13.1%[87.6 µM] | 6.4%[172 µM] | -10.7%[88.5 µM]
Cc1ccc(CNC(=O)c2ccc3c(c2)nc2n3CCOC2)cc1 | 19.9 | 7.8% | / | / | 32.8%[activator] | / | /
Cc1ccc2occ(-c3cc(-c4ccc(Cl)cc4)nc4c3COc3ccccc3-4)c(=O)c2c1 | 12.4 | 7.4% | / | / | -3.4% | / | /
COc1cccc(-c2ccc(C(=O)O)cc2)c1 | -19.9 | -3.6%[87.6 µM] | -12.9%[174 µM] | -10.4%[230 µM] | 42.3%[activator][87.6 µM] | / | -17.0%[88.5 µM]
Cc1nn(-c2ccccc2)c(C)c1CN1CCCC12Cc1ccccc1CNC2=O (configuration not stated) | -4.4 | 6.7% | -16.2% | -26.1% | -23.5% | / | i
O=C(c1ccc(F)cc1)N1CCC2(COc3ccncc3[S+](=O)([O-])N2)C1 (configuration not stated) | -5.5 | -2.9% | i | i | 3.4% | / | -28.1%
O=C(Cn1c(=O)oc2ccccc21)NCC1Cn2cccc2CN1Cc1ccccc1 (configuration not stated) | -0.7 | 0.0% | -25.8% | ? | 0.2% | / | i
O=C1N[C@@H]2CCN(C(=O)c3ccc(-c4ccccc4)cc3)[C@@H]2C(=O)N1Cc1ccccc1 | -7.0 | 2.6%[87.6 µM] | 112µM* | ? | 3.4%[87.6 µM] | ? | -11.8%[88.5 µM]
Cc1ccc(NC(=O)N2CCC3(CC2)SCC(=O)N3Cc2ccccc2)cc1 | 8.3 | 0.3% | ? | ? | 137.3%[activator] | ? | i
O=C(CC1=CCCCC1)N1CC(c2noc(C3CCCN3CC3CC3)n2)C1 (configuration not stated) | 1.9 | 13.1%[12.5 µM] | -1.8% | ? | -0.4% | -6.0% | 0.1%
Cn1cc(CCC(=O)Nc2ccc3c(c2)C(=O)N2CCC[C@H]2C(=O)N3)c2ccccc21 | 5.3 | 2.7% | ? | ? | -8.3% | -2.9% | 1.7%

Screens deposited in PubChem by National Center for Advancing Translational Sciences (NCATS).
